H9c2 TAG inh = inhibitors of triacylglycerol accumulation; 230,000 compounds, 0.66% hits; AID 651582; H9c2 cells, Nile Red lipid (TAG) fluorescence; cells loaded with 200 µM oleic acid; inhibition, % at 12.5 µM;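 active = pattern-corrected inhibition of lipid staining of at least 50% with the nuclear-stain viability signal not falling by more than 50%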;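 also: 0% = DMSO wells and 100% = triacsin C control wells; some results filed as inactive read as strong as hits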
H9c2 TAG inh DAPI viability = second read-out of H9c2 TAG inh, no call of its own (marks repeat the call); DAPI nuclei signal change (viability), lower = more cytotoxic, %;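 whole-well DAPI fluorescence read on a plate reader as a viability signal; minus 50 percent equals half of cells still viable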
The depositor's hits bear a star. The list is partial; rates above refer to the full screens.

SMILES	H9c2 TAG inh	H9c2 TAG inh DAPI viability
O=C(NCc1cccc(Cl)c1)C1CCCO1 (stereo unspecified)	-8	9
COC(CNC(=O)c1coc2nc3ccccc3nc12)OC	-3	3
Cn1cc(SCC(=O)Nc2ccc3c(c2)OCO3)c2ccccc21	-9	1
COc1ccccc1N1CCN(/N=C\c2ccc(C)o2)CC1	-7	4
Cc1ccc(C(=O)Nc2ccc(N3CCOCC3)nc2)cc1	0	5
COC(=O)CNC(=O)CN1C(=O)N(c2ccc(Cl)cc2)C(N(O)C(=O)Nc2ccc(Cl)cc2)C1(C)C (stereo unspecified)	-8	4
CCNC(=O)COC(=O)CCC(=O)c1ccc(F)cc1	-1	-6
CC1CCCN(CC(=O)NC(=O)NC2CCCCC2)C1 (stereo unspecified)	-3	11
COc1ccc(C(=O)/C=C/C(=O)N(CC(=O)NC2CCCCC2)Cc2ccc(F)cc2)c(O)c1	15	-10
O=C(O)/C=C\C(=O)Nc1cccc(C(=O)Nc2cccc(O)c2)c1	4	-5
CC1(C)N=C(/C=N/O)CN1O	5	-7
CN(CC(=O)Nc1ccc(N2CCOCC2)cc1)C(=O)c1ccc(O)c(Cl)c1	6	-3
CC(Oc1ccc(S(=O)(=O)N2CCCC2)cc1[N+](=O)[O-])C(=O)N(C)c1ccccc1 (stereo unspecified)	8	-5
COc1cc(/C=N/NC(=O)c2ccc(-n3cccc3)cc2)ccc1O	12	0
CCCCCCNc1nc(NCc2ccco2)nc(OCC)n1	-9	-2
NC(=S)Nc1nc2ccccc2s1	4	3
O=C(Nc1cccc(Cl)c1)Nc1cc(S(=O)(=O)N2CCOCC2)ccc1N1CCCC1	-9	-9
O=C(CCc1nc2ccccc2c(=O)[nH]1)Nc1cc(C(F)(F)F)ccc1N1CCOCC1	-4	-6
O=C1CC(c2c[nH]c3ccccc23)C(=O)N1 (stereo unspecified)	25	-19
Cc1cc(NC(=O)COC(=O)C2CCN(S(=O)(=O)c3ccccc3)CC2)c([N+](=O)[O-])cc1C	5	-1
COc1cc(/C=C2\OC(=O)c3c(OC)cccc32)ccc1O	9	3
Cc1cc(C)c(/C=C(\C#N)C(N)=S)c(C)c1	0	-2
Cc1ccccc1NC(=O)Cc1cn(C)c2ccccc12	-2	-7
COCCNC(=O)C1CCCN(C(=O)c2cc(C)nn2C(C)(C)C)CC1 (stereo unspecified)	1	-7
C=CCNC(=O)C(C#N)c1nc2ccccc2nc1N1CCCCCC1 (stereo unspecified)	7	9
SMILES	H9c2 TAG inh	H9c2 TAG inh DAPI viability
O=C(Nc1cnn(Cc2ccc(F)cc2)c1)c1cc(-c2ccco2)on1	-13	-5
COc1ccc(S(=O)(=O)N(C)C)cc1NC(=O)CSc1nnc(-c2cccnc2)o1	0	-18
O=C(COC(=O)c1ccc2ncsc2c1)NC(=O)c1ccccc1	-11	5
O=C(Nc1ccc2c(c1)OCO2)C1Cc2c(-c3ccc4c(c3)OCO4)ccnc2O1 (stereo unspecified)	29	-30
Cc1cccnc1C(NC(=O)C1CCN(Cc2ccc(Cl)cc2)CC1)c1ccccc1 (stereo unspecified)	-21	-1
COc1ccccc1CNC(=O)CCCn1nc(C)n2ccnc2c1=O	15	-4
O=C(NCCc1ccccc1)C(c1ccncc1)N(C(=O)c1csnn1)C1CC1 (stereo unspecified)	9	12
C/C(Cl)=C/Cn1c(SCCN2CCOCC2)nc2c1c(=O)[nH]c(=O)n2C	1	-5
c1ccc(-c2n[nH]c(-c3ccccc3)c2-c2nc3ccccc3[nH]2)cc1	-8	-2
O=C(CCC1CCCCC1)Nc1cc(C(F)(F)F)ccc1N1CCOCC1	10	-6
Cc1ccc(OCCCN2C(=O)C(=O)c3cc(C)ccc32)cc1	36	-27
COC(=O)c1cc(=O)n(Cc2ccc3c(c2)OCO3)c(=Nc2ccc(F)cc2)s1	16	-2
O=c1c2ccccc2c(C=Nc2ccccc2O)c(O)n1-c1nccs1	5	9
Cc1cc(C)cc(C(=O)Nc2ccc(N3CCN(C(=O)c4ccco4)CC3)cc2)c1	-2	-8
COc1cccc(C2=NN(C(=O)c3cccs3)C(O)(C(F)(F)F)C2)c1 (stereo unspecified)	5	5
CCOC(=O)[C@@H](NC(=O)CC[C@H]1O[C@@H](n2cc(C)c(=O)[nH]c2=O)C[C@@H]1O)C(C)C	1	2
COc1cc(C(O)c2nc(-c3cccc(C(F)(F)F)c3)cs2)ccc1F (stereo unspecified)	-10	8
O=C(N1CCCCC1)C1(c2ccccc2)CCCCC1	-11	6
CCn1cc(C(=O)OCc2ccccc2)c(=O)c2ccc(C)nc21	-52	9
Oc1nc(-c2ccc(Cl)cc2)n2ccncc12	1	9
COC(=O)[C@]1(C)CCC[C@@]2(C)C3CC[C@@]4(C)C[C@]3(CCC21)CC(=O)N4Cc1ccc(OC)cc1 (stereo partly specified)	-35	-4
O=C(Nc1cccc2ccccc12)C1CCN(C(=O)Cc2ccccc2)CC1	1	-1
CCOc1ccc(NC(=O)CN(C)C(=O)C2COc3ccccc3O2)cc1OCC (stereo unspecified)	2	-9
CCC(=O)NC(C)c1cc(Cl)c2cccnc2c1O (stereo unspecified)	9	-13
COc1cc(N)c(Cl)cc1C(=O)OCC(=O)NC(=O)NCc1ccco1	-72	-3
SMILES	H9c2 TAG inh	H9c2 TAG inh DAPI viability
C#CCOCCOCCOCCNc1nc(N2CCN(C(=O)[C@H](C(C)C)n3cc(CCO)nn3)CC2)nc(N2CCN(C(=O)[C@H](C)n3cc(CCCN=C(N)N)nn3)CC2)n1	-2	3
O=C1OCCN1C(=O)[C@H]1[C@H](c2ccccc2)C(c2cccc(Cl)c2)=NN1c1ccccc1	-5	63
COCC(=O)n1nc(-c2ccc(C)cc2)nc1NCc1ccc(F)cc1	-29	5
Cc1cccc(N=C2NC(=O)/C(=C/c3cccnc3)S2)c1	-8	-3
Cc1cc(C([O-])=C(C(=S)Nc2ccccc2)[n+]2ccccc2)c(C)n1-c1ccccc1	8	1
CCOc1ccc(C(=O)NC(=S)Nc2ccccn2)cc1[N+](=O)[O-]	-4	3
CCOc1ccccc1N1CCN(C(=O)Nc2ccc(F)c(Cl)c2)CC1	13	-7
COc1cccc(/C=C/C(=O)OCC(=O)NCc2ccc3c(c2)OCO3)c1	-16	9
CC(=O)N1N=C(c2cccs2)CC1c1cc2cc(C)ccc2nc1Cl (stereo unspecified)	-9	4
CCOc1ccccc1N(CC(=O)Nc1cccnc1)S(=O)(=O)c1ccc(C)cc1	-3	-16
COc1cccc(CNS(=O)(=O)c2ccc(S(=O)(=O)N3CCCC3)cc2)c1	-2	-3
Cc1cc(C(F)F)nn1CC(=O)N1CCSCC1	-10	1
COc1ccc(CNC(=S)NCc2ccc(F)cc2)cc1	7	-2
O=C(NCc1cccc(F)c1)Nc1nnc([C@H]2C[C@H](O)[C@@H](CO)O2)s1	15	-1
Cc1nc(-c2nc(CC(=O)NNC(=O)c3ccc(Cl)cc3)cs2)cs1	9	-9
COc1cc(NC(=O)[C@H]2CCCN2S(=O)(=O)c2cccc3cccnc23)cc(OC)c1OC	-5	1
CCC(C)(C(=O)NC1CCCC1)N(C(=O)CNC(C)=O)c1ccc(C)cc1 (stereo unspecified)	-7	-6
COc1cccc(CN2CCC2(C)C(=O)Nc2cnc3ccccc3c2)c1F (stereo unspecified)	12	7
COCCN(CC(=O)Nc1ccccc1C(F)(F)F)C(=O)c1ccc(-n2cccn2)cc1	-21	-2
c1cc(-c2nsc(-c3ccncc3)n2)ccn1	9	-10
COc1cc(C=Cc2nnc3c4ccccc4cnn23)cc(OC)c1OC	5	1
COc1cc(S(=O)(=O)N(Cc2cccnc2)Cc2cccc(OC)c2OC)ccc1-n1cnnn1	3	3
COc1ccc(C(C)=O)cc1Cn1c(C)c(C(=O)NCCC#N)sc1=O	-11	17
Cc1cn([C@H]2C[C@H](O)[C@@H](CNC(=O)[C@H]3CCC(=O)N3)O2)c(=O)[nH]c1=O	-12	2
CCCCN(C)c1c(C)nc2ccc(C(=O)N(C)CCN(C)C)cn12	-8	7

16 consecutive compounds out of the list so far:
SMILES	H9c2 TAG inh	H9c2 TAG inh DAPI viability
Cc1cc(C([O-])=C(C(=S)Nc2ccccc2)[n+]2ccccc2)c(C)n1-c1ccccc1	8	1
CCOc1ccc(C(=O)NC(=S)Nc2ccccn2)cc1[N+](=O)[O-]	-4	3
CCOc1ccccc1N1CCN(C(=O)Nc2ccc(F)c(Cl)c2)CC1	13	-7
COc1cccc(/C=C/C(=O)OCC(=O)NCc2ccc3c(c2)OCO3)c1	-16	9
CC(=O)N1N=C(c2cccs2)CC1c1cc2cc(C)ccc2nc1Cl (stereo unspecified)	-9	4
CCOc1ccccc1N(CC(=O)Nc1cccnc1)S(=O)(=O)c1ccc(C)cc1	-3	-16
COc1cccc(CNS(=O)(=O)c2ccc(S(=O)(=O)N3CCCC3)cc2)c1	-2	-3
Cc1cc(C(F)F)nn1CC(=O)N1CCSCC1	-10	1
COc1ccc(CNC(=S)NCc2ccc(F)cc2)cc1	7	-2
O=C(NCc1cccc(F)c1)Nc1nnc([C@H]2C[C@H](O)[C@@H](CO)O2)s1	15	-1
Cc1nc(-c2nc(CC(=O)NNC(=O)c3ccc(Cl)cc3)cs2)cs1	9	-9
COc1cc(NC(=O)[C@H]2CCCN2S(=O)(=O)c2cccc3cccnc23)cc(OC)c1OC	-5	1
CCC(C)(C(=O)NC1CCCC1)N(C(=O)CNC(C)=O)c1ccc(C)cc1 (stereo unspecified)	-7	-6
COc1cccc(CN2CCC2(C)C(=O)Nc2cnc3ccccc3c2)c1F (stereo unspecified)	12	7
COCCN(CC(=O)Nc1ccccc1C(F)(F)F)C(=O)c1ccc(-n2cccn2)cc1	-21	-2
c1cc(-c2nsc(-c3ccncc3)n2)ccn1	9	-10

Following part:
SMILES	H9c2 TAG inh	H9c2 TAG inh DAPI viability
CCN(CC)S(=O)(=O)c1cccc(C(=O)N[C@H](C(=O)Nc2nc3ccc(F)cc3s2)C(C)C)c1	15	-3
COc1ccc2c(c1)[nH]c(=O)c1sc3ccccc3c12	18	8
CC(=O)C1=NOC(CNc2ncc(C(F)(F)F)cc2Cl)C1 (stereo unspecified)	-5	-5
O=C(N[C@@H]1C/C=C\C[C@H](CC(=O)N(CCO)Cc2ccccc2)C(=O)N[C@@H](Cc2c[nH]c3ccccc23)COC1=O)OCC1c2ccccc2-c2ccccc21	-18	10
CC(=O)Nc1cccc(NC(=O)CS(=O)(=O)c2cn(CC(=O)N(C(C)C)C(C)C)c3ccccc23)c1	5	1
CC(=O)N1CCc2cc(S(=O)(=O)CCC(=O)NCc3ccc4c(c3)OCO4)ccc21	-6	-2
COC(=O)c1cc(Nc2cc(C)c3c(O)cccc3n2)cc(C(=O)OC)c1	15	1
OC(c1ccc(Cl)c(F)c1)c1ncc(-c2ccc(Cl)cc2)[nH]1 (stereo unspecified)	-42	-9
CCc1nc(N[C@H](C(=O)O)C(C)C)c2oc3ccccc3c2n1	-5	3
CCOC(=O)C1=C(C)NC(C)=C(C(=O)OCC)C1c1cccc([N+](=O)[O-])c1	11	-22
CN(C)S(=O)(=O)c1ccc(Cl)c(NC(=O)COC(=O)c2ccc(O)cc2)c1	-40	18
COc1ccc(-n2c(N)c(C(=O)NCc3ccco3)sc2=S)cc1	14	-17
Cc1c(NC(=O)c2cccc(NC(=O)Cc3ccc(Cl)cc3)c2)c(=O)n(-c2ccccc2)n1C	-25	1
Cc1cc(C)c(NC(=O)COc2ccccc2C(=O)Nc2ccc3c(c2)oc2ccccc23)c(C)c1	-5	92
CC1Cc2ccccc2N1CC(=O)NC(=O)NCc1ccccc1 (stereo unspecified)	2	-4
CC(=O)Nc1ccc2c(CN3C(=O)NC(C)(c4ccc(C)cc4)C3=O)cc(=O)oc2c1 (stereo unspecified)	-11	22
O=C(CSc1ccccc1)NC1CCCCCCC1	-11	3
CCOC(=O)c1c(C)n(C)c2c(C)cc(O)c(OC(=O)CC)c12	-9	3
NS(=O)(=O)c1ccc(NC(=O)COC(=O)CCc2nc3ccccc3c(=O)[nH]2)cc1	10	0
CN(C)CCNC(=O)c1cccc(-c2cnc3c(NC=O)cc(-c4cccc(F)c4)cn23)c1	7	17
COc1ccccc1NC(=O)CCc1nc2sc3c(c2c(=O)[nH]1)CCCC3	10	-8
COc1ccc(C(=O)NCCONC(=O)c2ccc(OC)cc2)cc1	-15	-8
COc1ccc(C(C)(O)c2nc(-c3ccccc3C)cs2)cc1 (stereo unspecified)	15	-19
COC(=O)[C@]1(C)N[C@H](CN(C)C(=O)COc2ccccc2)[C@@H]2C(=O)N(C)C(=O)[C@@H]21	6	-13
COc1cc2cc(Oc3ccc4ccc(=O)oc4c3)c(=O)oc2cc1OC(=O)/C=C/c1ccccc1	-5	8
SMILES	H9c2 TAG inh	H9c2 TAG inh DAPI viability
Cc1ccc(-c2csc3ncn(CC(N)=O)c(=O)c23)cc1C	11	-3
Cc1cc(O)ccc1Nc1cc(-c2cccc(N(C)C)c2)ncn1	-10	3
O=[N+]([O-])c1ccc(-c2ncc(-c3ccc(Br)cc3)o2)cc1	7	4
CC(c1ccccc1)n1c(S(=O)(=O)O)nc2ccccc21 (stereo unspecified)	-2	0
O=C(O)CCCC(=O)N1CCc2cc(S(=O)(=O)NCc3ccccc3)ccc21	-8	16
COc1ccc(OC)c(C2NC(=O)c3sc(=S)n(-c4ccccc4)c3N2)c1 (stereo unspecified)	-6	-1
O=C(CSc1nc(Nc2ccccc2)nc(N2CCOCC2)n1)Nc1cc(Cl)ccc1O	34	-19
CCCCN(C)CCCNC(=O)Cn1cc2c(n1)-c1c(oc(C(=O)N3CCCC3)c1C)CC2	4	0
COc1cccc(NC(=S)N(CCN(C)C)Cc2cccs2)c1	0	-6

Screens (PubChem BioAssay)
